# CRFBP-R2 block: antagonists of CRF-BP/CRF-R2 complex, primary screen, cell-based, HEK293, calcium dye fluorescence, uHTS; CRF-induced calcium fluorescence; inhibition, % at 11.8 µM; actives 0.59% (n = 350,000); AID 588475, 2011;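 active = inhibition of the ligand-induced calcium signal above about 50% at the single tested concentration, limit read from the data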
# CHRM5 antagonist: human M5 muscarinic receptor antagonists, primary screen, CHO cells, Fluo-8 calcium fluorescence; AID 624040, 2012; Muscarinic acetylcholine receptor M5 (Homo sapiens), P08912; inhibition, % at 3 µM; CHO-hM5 cells, ACh EC80; actives 0.59% (n = 360,000);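 active = inhibition above a per-plate cutoff, the mean of that plate's test compounds plus 3 SD, cut at about 27% in these data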;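 note: 0% = acetylcholine EC80 with DMSO and 100% = DMSO without agonist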
# Target sequence (P08912 whole entry, looked up): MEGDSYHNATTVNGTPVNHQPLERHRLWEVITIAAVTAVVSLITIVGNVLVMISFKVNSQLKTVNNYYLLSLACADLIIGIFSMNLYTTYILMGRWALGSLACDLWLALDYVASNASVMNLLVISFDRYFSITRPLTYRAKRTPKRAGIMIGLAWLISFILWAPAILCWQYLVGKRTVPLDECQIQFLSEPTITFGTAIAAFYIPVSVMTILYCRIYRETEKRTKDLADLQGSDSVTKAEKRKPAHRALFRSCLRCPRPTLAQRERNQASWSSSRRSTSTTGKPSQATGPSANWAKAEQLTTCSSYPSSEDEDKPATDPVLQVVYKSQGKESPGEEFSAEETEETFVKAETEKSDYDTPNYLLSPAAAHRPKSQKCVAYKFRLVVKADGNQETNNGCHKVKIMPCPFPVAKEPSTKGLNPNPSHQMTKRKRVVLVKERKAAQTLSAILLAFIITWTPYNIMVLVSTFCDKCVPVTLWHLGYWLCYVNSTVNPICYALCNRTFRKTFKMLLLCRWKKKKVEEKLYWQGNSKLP
# CRFBP-R2 agonist: agonists of CRF-BP/CRF-R2 complex, primary screen, cell-based, HEK293, calcium dye fluorescence, uHTS; AID 588473, 2011; CRF-binding protein / CRF receptor 2 complex (human); activation, % at 13.2 µM; actives 0.46% (n = 350,000); calcium dye fluorescence (FLIPR); percent of saturating CRF peptide response;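 active = activation of at least 50%, plus an integration ratio under a set limit after plate pattern correction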;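 note: plate controls were neutral control wells without compound for no effect and CRF at EC100 for full effect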
# CHRM4 agonist: human M4 muscarinic receptor agonists, primary screen, CHO-K1 cells, Fluo-8 calcium fluorescence | CHO-K1 hM4/Gqi5; vehicle 0%, full acetylcholine response 100% | activation, % at 3 µM | actives 0.14% (n = 360,000);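 active = activation above the run mean over all test wells plus 3 SD, cut at about 32% in these data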;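 note: peak over basal fluorescence ratio per well then scaled between controls; 0% = DMSO wells and 100% = acetylcholine at EC100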
# Target sequence (P08173 whole entry, looked up): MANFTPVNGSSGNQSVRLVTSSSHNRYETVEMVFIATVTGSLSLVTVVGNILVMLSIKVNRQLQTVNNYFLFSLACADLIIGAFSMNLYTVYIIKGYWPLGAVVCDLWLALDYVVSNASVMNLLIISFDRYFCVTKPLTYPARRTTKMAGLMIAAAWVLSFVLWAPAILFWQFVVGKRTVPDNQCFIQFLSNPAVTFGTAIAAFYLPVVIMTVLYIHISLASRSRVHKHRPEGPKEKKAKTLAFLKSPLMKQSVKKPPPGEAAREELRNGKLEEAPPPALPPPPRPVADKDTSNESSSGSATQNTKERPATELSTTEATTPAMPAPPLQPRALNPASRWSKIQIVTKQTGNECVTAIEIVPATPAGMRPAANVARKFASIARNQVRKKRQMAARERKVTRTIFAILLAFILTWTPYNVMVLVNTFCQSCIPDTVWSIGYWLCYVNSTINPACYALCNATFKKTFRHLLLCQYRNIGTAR
# CHRM4 PAM: human M4 muscarinic receptor positive allosteric modulators, primary screen, CHO-K1 cells, Fluo-8 calcium fluorescence | AID 624126, 2012 | actives 0.4% (n = 360,000) | activation, % at 3 µM | Muscarinic acetylcholine receptor M4 (Homo sapiens), P08173 | CHO-K1 hM4/Gqi5, ACh EC20; 0% = ACh EC20, 100% = maximal ACh;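 active = activation above its plate's cutoff, the mean activation of sample wells plus 3 SD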; note: some results filed as inactive read as strong as hits
# M5 ag: human M5 muscarinic receptor agonists, primary screen, CHO-K1 cells, Fluo-8 calcium fluorescence | CHO-K1 hM5 cells; 0% DMSO wells, 100% maximal acetylcholine response | Muscarinic acetylcholine receptor M5 (Homo sapiens), P08912 | activation, % at 3 µM | actives 0.19% (n = 360,000);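 active = activation above the run's mean over test compounds plus 3 SD, cut at about 23% in these data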;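 note: signal is peak over basal fluorescence ratio across the kinetic read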
# CHRM4 antagonist: human M4 muscarinic receptor antagonists, primary screen, CHO cells, Fluo-8 calcium fluorescence; AID 624125, 2012; actives 0.73% (n = 360,000); CHO-hM4 cells, ACh EC80; Muscarinic acetylcholine receptor M4 (Homo sapiens), P08173; inhibition, % at 3 µM;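 active = inhibition above its plate's cutoff, the mean inhibition of sample wells plus 3 SD, cut at about 27% in these data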;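 note: 0% = acetylcholine EC80 with DMSO and 100% = DMSO without agonist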
# M5 PAM: human M5 muscarinic receptor positive allosteric modulators, primary screen, CHO-K1 cells, Fluo-8 calcium fluorescence; Muscarinic acetylcholine receptor M5 (Homo sapiens), P08912; activation, % at 3 µM; AID 624038, 2012; CHO-K1 hM5, ACh EC20 PAM; 0% = ACh EC20, 100% = ACh EC100; actives 0.3% (n = 360,000);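 active = activation above the run cutoff, the mean activation of all test compounds plus 3 SD, cut at about 18% in these data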
#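 Test system: CHO-K1 hM5 cells / Doses: single-point, 3 µM nominal / Times: Post-acetylcholine fluorescence recording 140 s / Technique: Fluo-8 calcium fluorescence / Measure: Max/basal fluorescence ratio as % of EC20–EC100 ACh window / Benchmarks: low control EC20 acetylcholine (0%), high control EC100 acetylcholine (100%) / Replicates: one well per compound, no replicates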
# IDE cell inh: human IDE inhibitors in live cells, primary screen, fluorescence polarization, HEK cells, FAbetaB substrate; actives 0.41% (n = 320,000); FAbetaB cleavage; inhibition, % at 5.59 µM; Insulin-degrading enzyme (Homo sapiens), P14735; AID 434962, 2010;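 active = percent inhibition above the average of all tested compounds plus 3 SD, set per screening campaign, cut at about 16% in these data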;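 note: IDE supplied by intact live HEK cells; FP after avidin binding of uncleaved biotin substrate so inhibition keeps polarization high; 0% = DMSO wells and 100% = 60 µM reference IDE inhibitor Ii1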
# Starred values were filed as active, the others as inactive; · = no result given. Compounds were not picked by outcome; 2.9% or so of the library scored in one or more.
SMILES,CRFBP-R2 block,CHRM5 antagonist,CRFBP-R2 agonist,CHRM4 agonist,CHRM4 PAM,M5 ag,CHRM4 antagonist,M5 PAM,IDE cell inh
CCc1ccc(NC(=O)Cn2cc([N+](=O)[O-])nc2C)cc1,13,-3,-1.9,2,1,4,1,21*,·
S=C(NCC1CCCO1)N1CCN(Cc2ccccc2Cl)CC1 (configuration not stated),1,-1,0.9,3,-2,0,2,3,-2
CCCCCCCCN1C(=O)[C@H](CC(=O)N2CCC(c3ccccc3)CC2)C[C@@]2(C(=O)OC)CCCCC=C12,·,-3,·,0,-1,-3,-14,-2,·
CCOC(=O)c1c(CN(C)C)n(-c2ccc(C)cc2)c2cc(Br)c(O)cc12,-25,-2,0.4,1,2,0,4,-4,4
CC(C)(C)c1ccc(C(=O)N2CCC2(C)C(=O)NCC(F)(F)F)cc1 (configuration not stated),·,0,·,1,-6,2,-5,-5,·
O=C(/C=C/c1ccccc1)Nc1scc(-c2ccccc2)c1C(=O)O,16,-3,0.0,0,1,-5,-2,11,·
O=C1CCN(C(=S)NCCc2ccccc2)CC1,16,6,0.3,0,-4,-1,10,1,3
COc1ccc(OCCCC(=O)ON=C(N)c2ccccc2Cl)cc1,11,5,0.1,0,4,0,2,-1,1
O=C1CCN(c2ccc([N+](=O)[O-])cc2F)CC1,5,7,-1.5,1,-1,0,0,2,-2
COCCNc1nnc(Cc2ccc(Cl)cc2)c(=O)[nH]1,11,5,1.2,1,4,-3,-7,3,1
O=C(Nc1sc2c(c1C(=O)NCc1cccnc1)CCCC2)c1ccco1,-4,9,-4.4,3,-4,0,1,-8,0
Cc1nc2ccc(NC(=O)C3COc4ccccc4O3)cc2s1 (configuration not stated),-13,6,1.9,3,6,0,-5,-2,5
O=C(CN(Cc1ccc(Cl)cc1)C(=O)CN1C(=O)COc2ccccc21)NC1CCCC1,-4,13,0.0,5,-5,-2,2,-6,11
CCc1nc(C)cn1S(=O)(=O)c1cc(Cl)c(OC)cc1Cl,19,-1,-0.2,3,8,-1,0,-7,-3
CCOc1ccccc1NC(=O)NC1CCN(CC(=O)Nc2ccc3c(c2)OCCO3)CC1,-1,6,1.0,1,7,-2,-4,-2,4
O=C(Nc1cccc2ccccc12)c1cccc(F)c1,-7,4,-4.5,1,-5,-3,-4,-6,·
Cc1ccc(C(=O)C(C)OC(=O)C2CC(=O)N(C3CCCCC3)C2)cc1 (configuration not stated),10,1,0.3,1,2,3,3,2,1
CC(=O)Nc1ccc(Oc2cc(NC(C)=O)cc([N+](=O)[O-])c2)cc1,-8,0,1.7,3,11,-1,-1,0,1
COc1ccc(CCC(=O)NC2CCC(C)CC2)cc1 (configuration not stated),-6,19,0.6,0,-11,-7,16,1,0
O=C(COC(=O)Cc1ccc(Cl)cc1Cl)Nc1ccccc1OC(F)F,0,4,-1.2,-2,-11,-5,10,-2,6
CCOc1ccc(-n2nc(C(=O)N3CCN(CC)CC3)c3ccccc3c2=O)cc1,-26,1,4.3,7,8,2,-12,0,6
Cc1ccc(NC(=O)NC(=O)c2cnccc2C(F)(F)F)c(C)c1,-30,7,-0.1,1,-3,0,-11,-3,1
COc1ccc(CCNC(=O)CCCn2ncn3c(cc4occc43)c2=O)c(OC)c1,1,-2,-3.1,3,-1,-2,-4,2,4
CCOC(=O)C1=C(CSc2nc(C)ccc2C#N)OC(N)=C(C#N)C1c1cccc(OC)c1OC (configuration not stated),12,-5,1.2,4,10,-1,2,-3,9
CCc1c(C)c(C#N)c2nc3ccccc3n2c1-n1nc(C)cc1C,-7,4,-0.5,-1,5,-2,6,1,11
CC(C)CN1Cc2ccccc2Oc2cc(Br)ccc2S1(=O)=O,-25,1,-1.9,9,25*,22,-8,12,·
O=C(Nc1cccc(Cl)c1)c1ccccc1NC(=O)C1CCCCC1C(=O)O (configuration not stated),-5,4,0.1,0,-2,1,-5,-3,·
CN(C)C1=NCCN1CCCC1CCCC1,6,15,0.4,1,-6,-13,7,-26,-2
CC(C)NC(=O)Cn1cc(C(=O)COc2ccccc2)c2ccccc21,-12,7,0.8,4,2,3,-6,-3,0
CC1CN(C(=O)c2ccc(COCC(F)(F)F)o2)CC(C)O1 (configuration not stated),-12,-1,-1.0,2,-2,2,17,-1,0
COc1cccc(C(=O)Nc2ccccc2C(=O)N2CCCC2)c1,-18,-1,0.5,0,-1,-3,0,-20,-1
CCOC(=O)CNC(=O)C1CCC(CNS(=O)(=O)c2cccc3nsnc23)CC1 (configuration not stated),-12,16,0.8,1,-9,-5,-3,1,5
Cc1cc(C)cc(NC(=O)CSc2nc3[nH]ncc3c(=O)[nH]2)c1,-19,-4,-2.9,1,31*,-4,-9,22*,3
O=C(COc1ccccc1Br)N1CCN(c2ccccc2)CC1,-19,6,-3.1,0,6,0,3,-2,-5
COc1ccc(NC(=O)c2cc(-c3ccc(F)cc3OC)n[nH]2)cc1OC,·,2,·,9,-4,0,-2,-2,·
CCOc1ccccc1NC(=S)NC1CC2CCC1C2 (configuration not stated),-5,7,-2.9,-1,7,-6,-11,-2,-5
O=C(NC1CC1)c1ccc(Cl)c(S(=O)(=O)N2CCOCC2)c1,17,-3,-0.9,0,4,-2,-5,5,-2
O=C(COC(=O)CNC(=O)c1ccc(Cl)cc1Cl)Nc1ccc(N2CCOCC2)cc1,11,13,-1.6,2,-1,2,-2,-3,10
Cc1ccc(CC(NC(=O)c2ccccc2)C(=O)NCC(=O)O)cc1 (configuration not stated),15,8,1.1,1,0,1,4,0,0
CCOCCCn1c(SCC(=O)NC(C)C)nc2ccccc2c1=O,19,-4,-0.6,0,-8,5,12,5,-1
CC(=O)N(c1ccccc1)c1ccccc1[N+](=O)[O-],8,3,-0.5,4,-4,3,-1,-2,·
C=CC[C@@H](CC(=O)N(CCO)Cc1ccccc1)C(=O)N[C@H](COC(=O)[C@@H](CC=C)Cc1ccc(F)cc1)c1ccccc1,-4,-3,1.7,8,-13,-3,12,-4,6
Cc1ccc(-c2ccc(C(=O)O)c(C)n2)cc1,7,-4,-0.8,0,16,3,-9,-1,-4
O=S(=O)(c1ccc(N2CCC(c3ccc(Cl)cc3)=N2)cc1)N(CCO)CCO,14,2,0.8,8,-11,-3,19,0,12
CN1C(=O)C(C)(C)c2cc(S(=O)(=O)N3CCN(c4ccccc4)CC3)ccc21,13,2,-1.1,1,4,1,-10,-7,0
CC(NC(=O)Nc1ccc(Cl)c(Cl)c1)C(c1ccccc1)N1CCOCC1 (configuration not stated),-11,31*,-1.5,73*,-7,18,6,-16,-6
FC(F)Oc1ccc(/C=N/NC(=S)Nc2cc(C(F)(F)F)ccc2Cl)cc1,-8,1,-1.8,1,-3,-1,0,-1,0
COc1ccc(Br)cc1S(=O)(=O)N1CCN=C1c1ccccc1,4,1,-3.8,2,-3,-2,-5,0,·
CC1CCCCN1C(=O)Cn1cnc2cc([N+](=O)[O-])ccc2c1=O (configuration not stated),-8,13,-0.8,1,-1,1,-3,-2,-1
O=C(COc1ccc(Cl)cc1Cl)N1CCCCCC1,1,4,-1.0,-2,0,-2,4,-5,-1
CCN(CC)CCNC(=O)c1c(O)c2cc(OC)c(OC)cc2[nH]c1=O,-4,4,2.4,0,2,0,-2,1,8
CCSc1ncc(C#N)c(N)n1,3,7,-0.5,1,-2,-2,6,-8,7
CCN(CC)S(=O)(=O)c1cccc(C(=O)N2CCCCC2)c1,11,0,-1.6,0,3,0,-7,-2,2
Cc1ccc(-c2nc3c(Cl)cc(C(F)(F)F)cn3c2Cc2ccccc2)cc1,·,-5,·,-1,5,0,-20,-2,·
O=C(O)[C@@H]1CCCN1C(=O)CCc1c[nH]c2ccccc12,16,9,-2.3,0,-2,-7,9,-6,6
O=C(O)c1cc(Cl)nc2ccccc12,2,1,-1.2,0,3,1,0,5,-5
C/C=C/C(=O)Nc1cccc(C2=NOC3(C2)C[C@@H](C(N)=O)N(C(=O)c2cc([N+](=O)[O-])cc([N+](=O)[O-])c2C)C3)c1 (some centres not stated),-245,9,232*,-1,-4,0,12,1,6
Cc1ccc2[nH]c3c(=O)n(N)c(=O)[nH]c3c2c1,0,4,0.6,1,-1,-5,0,-7,4
Cc1nnsc1NC(=O)OCCCl,11,3,-1.1,0,-1,-1,-1,1,-8
COc1ccc(C(=O)NC(C)c2ccc(-n3ccnc3)cc2)c(OC)c1OC (configuration not stated),2,-24,0.6,1,3,-1,1,11,0
# Next part.
SMILES,CRFBP-R2 block,CHRM5 antagonist,CRFBP-R2 agonist,CHRM4 agonist,CHRM4 PAM,M5 ag,CHRM4 antagonist,M5 PAM,IDE cell inh
CC1(C)CC(=O)C(CC(=O)c2ccccc2)=C(NN=C(N)N)C1,13,4,-1.3,1,1,0,1,-2,·
CN1OC[C@@H]2CN(C(=O)c3ccc(-c4ccccc4)cc3)[C@H](c3ccc(-c4cccc(F)c4)cc3)C[C@@H]21,-6,6,1.4,0,6,0,-7,-2,·
COC(=O)c1ccc(N2CCOCC2)c(NC(=O)c2ccco2)c1,6,3,-4.1,0,-8,-4,28*,7,0
CC(C)(C)NC(=O)c1cccc(NC(=O)c2ccc(NC(=O)c3ccco3)cc2)c1,-10,8,3.3,18,-8,3,6,-15,8
COc1ccc(N(C(C)C(=O)NCCSCc2cccc(Cl)c2)S(C)(=O)=O)cc1 (configuration not stated),7,11,-3.4,2,4,-2,-16,8,4
COc1ccccc1C1C(C#N)=C(N)N(c2cccnc2)C2=C1C(=O)CC(C)(C)C2 (configuration not stated),-6,-3,0.9,0,2,-3,-2,-5,-2
C=CCNC(=S)NNC(=O)c1ccc(=O)n(Cc2ccccc2)c1,-8,-1,0.9,10,-2,4,-10,-1,4
CCc1ccc2nc(SCC(=O)Nc3ccccc3N3CCOCC3)c(C#N)cc2c1,7,8,2.4,1,3,-2,5,3,5
CCOC(=O)c1cc(C)n(-c2ccc(Cl)cc2)c1C,15,-1,-0.1,-1,-7,-1,-5,4,3
CSc1ncccc1C(=O)OCC(=O)NC(=O)NCCC(C)C,7,-5,-1.4,-1,0,2,7,0,-3
O=C(c1ccc(NS(=O)(=O)c2cccs2)cc1)N1CCCCC1,-12,5,-2.5,3,9,-1,-10,-11,8

# Full records from above. Order of values: CRFBP-R2 block, CHRM5 antagonist, CRFBP-R2 agonist, CHRM4 agonist, CHRM4 PAM, M5 ag, CHRM4 antagonist, M5 PAM, IDE cell inh
# Record of CN1OC[C@@H]2CN(C(=O)c3ccc(-c4ccccc4)cc3)[C@H](c3ccc(-c4cccc(F)c4)cc3)C[C@@H]21 : -6, 6, 1.4, 0, 6, 0, -7, -2, ·
# Record of CSc1ncccc1C(=O)OCC(=O)NC(=O)NCCC(C)C : 7, -5, -1.4, -1, 0, 2, 7, 0, -3
